Screening results: PubChem, Broad Institute
Mtb BioA inh: BioA (M. tuberculosis) enzyme inhibition; purified M. tuberculosis BioA enzyme, plate reader; inhibition, % at 9.99 µM; hit rate 0.096% among 360,000; in the data active = inhibition above about 40%
* marks the source's active call; other numbers are inactive results; & = joins results of further samples. An excerpt; rates above refer to the full screens.

No. | SMILES | Mtb BioA inh
1 | CN(C)C(=O)C[C@@H]1C[C@@H]2c3cc(NC(=O)NC4CCCC4)ccc3O[C@@H]2[C@@H](CO)O1 | 0.8
2 | C/C=C/c1ccc([C@@H]2[C@@H](CO)N3CCCCN(C(=O)Nc4cc(F)ccc4F)C[C@H]23)cc1 | -3.1
3 | COc1ccccc1NC(=O)N1CC[C@@H]2[C@H]1c1cc(-c3ccc(F)cc3)ccc1N(C)[C@H]2CO | -1.0
4 | C[C@H]1CN([C@@H](C)CO)C(=O)Cc2cc(NC(=O)Nc3ccccc3)ccc2O[C@@H]1CN(C)S(=O)(=O)c1cccs1 | -1.8
5 | CCC(=O)N(C)C[C@H]1Oc2cc(-c3ccccc3)ccc2S(=O)(=O)N([C@H](C)CO)C[C@H]1C | 2.4
6 | COc1ccccc1-c1cnc2c(c1)C(=O)N([C@@H](C)CO)C[C@@H](C)[C@@H](CN(C)C(=O)c1ccncc1)O2 | 3.7
7 | C[C@@H]1CN([C@@H](C)CO)C(=O)c2cc(NC(=O)Cc3ccccc3)ccc2O[C@H]1CN(C)C(=O)Nc1ccc(F)cc1 | 2.4
8 | CO[C@H]1CN(C)C(=O)c2cc(NC(C)=O)ccc2OC[C@@H](C)N(C(=O)C2CC2)C[C@H]1C | -3.5
9 | COc1ccc(NC(=O)N2CCCCN3[C@@H](CO)[C@H](c4ccc(C#Cc5ccccn5)cc4)[C@@H]3C2)cc1 | 0.7
10 | C[C@H]1CN([C@@H](C)CO)C(=O)c2cccc(NC(=O)Nc3cccc4ccccc34)c2O[C@@H]1CN(C)C(=O)Nc1ccccc1 | -1.2
11 | CCCNC(=O)Nc1ccc2c(c1)C(=O)N(C)C[C@@H](OC)[C@@H](C)CN(C(=O)C1CCC1)[C@H](C)CO2 | -3.9
12 | COCC(=O)Nc1ccc2c(c1)C(=O)N(C)[C@H]1CC[C@@H](CC(=O)NC3Cc4ccccc4C3)O[C@H]1CO2 | 9.9
13 | Cc1ccc(S(=O)(=O)N(C)C[C@H]2OCCCC[C@H](C)Oc3ccc(NC(=O)c4ccncc4)cc3C(=O)N([C@H](C)CO)C[C@@H]2C)cc1 | 1.1
14 | COCC(=O)NC[C@H]1[C@@H](c2ccc(-c3ccccc3)cc2)[C@@H](CO)N1C(C)=O | -2.4
15 | CN1C[C@@H]2[C@H](c3ccccc31)[C@@H](CO)N2C(=O)Nc1ccccc1 | -6.3
16 | COc1ccccc1NC(=O)Nc1ccc2c(c1)C(=O)N(C)C[C@@H](OC)[C@@H](C)CN(C)[C@H](C)CO2 | -1.1
17 | C[C@@H]1CN([C@@H](C)CO)C(=O)c2cc(NS(=O)(=O)c3cn(C)cn3)ccc2O[C@@H](C)CCCCO[C@@H]1CN(C)C(=O)C1CCCCC1 | 0.1
18 | CCCC(=O)Nc1ccc2c(c1)C(=O)N(C)C[C@@H](OC)[C@@H](C)CN(CC1CCCC1)[C@@H](C)CO2 | 1.0
19 | CCCC(=O)Nc1ccc2c(c1)C(=O)N(C)C[C@@H](OC)[C@@H](C)CN(Cc1ccccn1)[C@H](C)CO2 | -0.1
20 | C[C@H](CO)N1C[C@H](C)[C@@H](CN(C)Cc2ccc(-c3ccccc3)cc2)Oc2c(NC(=O)c3ccc(-c4nccs4)cc3)cccc2C1=O | 3.0
21 | C[C@@H]1CCCCO[C@@H](CN(C)C(=O)CCC(F)(F)F)[C@H](C)CN([C@H](C)CO)C(=O)c2cc(NS(=O)(=O)c3cccs3)ccc2O1 | -5.7
22 | C[C@@H]1CN([C@@H](C)CO)S(=O)(=O)c2ccc(C#CCN(C)C)cc2O[C@H]1CN(C)Cc1ccccc1F | 0.7
23 | CO[C@H]1CN(C)C(=O)c2ccc(NC(C)=O)cc2OC[C@H](C)N(CC2CC2)C[C@H]1C | 1.7
24 | O=C(C[C@H]1CC[C@H]2[C@@H](COC[C@@H](O)CN2S(=O)(=O)c2ccccc2F)O1)NCc1ccccc1F | 1.5
25 | O=C(C[C@H]1C=C[C@@H](NC(=O)C2CCC2)[C@@H](CO)O1)NCc1ccccc1Cl | 1.4
26 | C[C@@H]1CN([C@@H](C)CO)C(=O)Cc2cc(NC(=O)C3CCCCC3)ccc2O[C@@H]1CN(C)Cc1ccc(C(=O)O)cc1 | -1.0
27 | COc1cccc(-c2ccc3c(c2)O[C@H](CN(C)C)[C@@H](C)CN([C@@H](C)CO)S3(=O)=O)c1 | 2.3
28 | CC(C)NC(=O)N[C@@H]1CC[C@@H](CC(=O)N2CCCCC2)O[C@@H]1CO | 3.6
29 | Cc1noc(C)c1NC(=O)N(C)C[C@@H]1Oc2ccc(NC(=O)Nc3ccc(F)cc3)cc2C(=O)N([C@H](C)CO)C[C@@H]1C | -2.7
30 | C[C@@H]1CN([C@H](C)CO)S(=O)(=O)c2ccc(C#CC3(O)CCCC3)cc2O[C@@H]1CN(C)C(=O)Cc1cccnc1 | 2.7
31 | CO[C@@H]1CN(C)C(=O)c2ccc(NS(C)(=O)=O)cc2OC[C@H](C)N(Cc2ccccc2)C[C@H]1C | 0.5
32 | CO[C@@H]1CN(C)C(=O)c2cc(NC(=O)NC3CCCCC3)ccc2OC[C@@H](C)N(CC2CC2)C[C@@H]1C | 1.7
33 | O=C(C[C@H]1C=C[C@@H](NC(=O)c2ccncc2)[C@H](CO)O1)NCCc1ccncc1 | -3.0
34 | CC(=O)N1[C@@H]2Cn3c(ccc(-c4ccccc4)c3=O)[C@H]1[C@@H](C(=O)NCC1CC1)[C@@H]2CO | 0.6
35 | C[C@@H]1CN([C@@H](C)CO)C(=O)Cc2cc(NS(=O)(=O)c3ccccc3)ccc2O[C@H]1CN(C)Cc1ccc(Cl)c(Cl)c1 | -1.9
36 | C[C@@H]1CCCCO[C@@H](CN(C)C(=O)c2ccccc2)[C@@H](C)CN([C@@H](C)CO)C(=O)c2cc(NC(=O)CCC(F)(F)F)ccc2O1 | 0.3
37 | COc1ccc(NC(=O)N(C)C[C@@H]2Oc3ncc(C#CC(C)C)cc3C(=O)N([C@@H](C)CO)C[C@@H]2C)cc1 | -0.3
38 | C[C@@H]1CN([C@H](C)CO)C(=O)CCCn2cc(nn2)CO[C@@H]1CN(C)C(=O)Nc1ccc(F)cc1 | 0.3
39 | C[C@@H]1CN([C@H](C)CO)C(=O)c2cc(C#CCc3ccccc3)cnc2O[C@@H]1CN(C)Cc1cccc(F)c1 | -13
40 | C[C@@H]1CN([C@H](C)CO)S(=O)(=O)c2ccc(-c3cccnc3)cc2O[C@H]1CN(C)C(=O)c1cccc(F)c1 | 12
41 | C[C@@H]1CN([C@H](C)CO)C(=O)c2cc(-c3ccncc3)cnc2O[C@H]1CN(C)C(=O)C1CCOCC1 | -0.1
42 | CCC(=O)N1C[C@H](C)[C@H](OC)CN(C)C(=O)c2cc(NC(=O)c3ccccc3)ccc2OC[C@@H]1C | -0.5
43 | C[C@H](CO)N1C[C@H](C)[C@H](CN(C)Cc2ccc(Oc3ccccc3)cc2)Oc2c(NC(=O)Nc3ccc4c(c3)OCO4)cccc2C1=O | -1.4
44 | CO[C@@H]1CC[C@@H]2CCN(C)C(=O)C[C@@H](c3ccccc3)CN(C)C(=O)c3cccc(C#N)c3OC[C@@H]1O2 | -0.7
45 | Cc1ccc(S(=O)(=O)N[C@H]2CC[C@@H](CC(=O)NCc3ccccc3F)O[C@@H]2CO)cc1 | 3.7
46 | C[C@@H]1CCCCO[C@@H](CN(C)C(=O)C2CCCCC2)[C@@H](C)CN([C@H](C)CO)C(=O)c2cc(NS(=O)(=O)c3cccs3)ccc2O1 | -4.6
47 | C[C@@H]1CCCCO[C@@H](CN(C)S(=O)(=O)c2ccc(Cl)cc2)[C@H](C)CN([C@H](C)CO)C(=O)c2cc(NC(=O)Nc3ccc(C(F)(F)F)cc3)ccc2O1 | 0.1
48 | C[C@@H]1CN([C@H](C)CO)C(=O)c2cc(NC(=O)Nc3ccc4c(c3)OCO4)ccc2O[C@@H]1CN(C)Cc1ccncc1 | -0.4
49 | C[C@@H]1CN([C@@H](C)CO)C(=O)c2ccccc2-c2ccccc2CO[C@H]1CN(C)C(=O)Nc1ccccc1 | -0.6
50 | COc1ccc(NC(=O)N2CCCCN3[C@@H](CO)[C@@H](c4ccc(C#Cc5ccccn5)cc4)[C@@H]3C2)cc1 | 1.0

New compounds follow
No. | SMILES | Mtb BioA inh
51 | C[C@H](NC(=O)C[C@@H]1C[C@@H]2c3cc(NS(=O)(=O)c4ccc(F)cc4)ccc3O[C@@H]2[C@@H](CO)O1)c1ccccc1 | 0.8
52 | COc1ccc(S(=O)(=O)N(C)C[C@H]2Oc3ccc(NC(=O)Nc4ccc5c(c4)OCO5)cc3CC(=O)N([C@@H](C)CO)C[C@H]2C)cc1 | -0.4
53 | C[C@@H](NC(=O)C[C@H]1CC[C@H]2[C@@H](COC[C@@H](O)CN2Cc2ccc(C(F)(F)F)cc2)O1)c1ccccc1 | 2.6
54 | C[C@@H]1CCCCO[C@@H](CN(C)Cc2ccc(C(F)(F)F)cc2)[C@@H](C)CN([C@H](C)CO)C(=O)c2cc(NS(=O)(=O)c3ccccc3)ccc2O1 | 1.1
55 | COc1ccccc1NC(=O)Nc1ccc2c(c1)OC[C@@H](C)N(Cc1ccccc1C(=O)O)C[C@@H](C)[C@H](OC)CN(C)C2=O | 1.3
56 | CO[C@@H]1CN(C)C(=O)c2cc(NC(=O)C3CC3)ccc2OC[C@@H](C)N(CCC(F)(F)F)C[C@@H]1C | 2.2
57 | C[C@@H]1CN([C@@H](C)CO)C(=O)Cc2cc(NC(=O)Nc3ccc(C(F)(F)F)cc3)ccc2O[C@@H]1CN(C)Cc1ccc(-c2ccccc2)cc1 | -2.5
58 | COc1ccc(NC(=O)N(C)C[C@@H]2Oc3ccc(NC(=O)Nc4ccc(C(F)(F)F)cc4)cc3CC(=O)N([C@@H](C)CO)C[C@@H]2C)cc1 | 1.4
59 | C[C@H](CO)N1C[C@H](C)[C@H](CN(C)Cc2ccccc2)Oc2ncc(/C=C/c3ccccc3)cc2C1=O | 0.8&3.0
60 | C[C@H]1CN([C@@H](C)CO)C(=O)c2cccc(NC(=O)C3CCCCC3)c2O[C@H]1CN(C)Cc1ccc2c(c1)OCO2 | -1.6
61 | C[C@@H]1CN([C@@H](C)CO)C(=O)c2cc(-c3ccc(F)cc3)cnc2O[C@@H]1CN(C)C(=O)c1cccnc1 | -2.3
62 | C[C@H]1CN([C@@H](C)CO)C(=O)c2cc(NC(=O)CCC(F)(F)F)ccc2O[C@@H]1CN(C)C(=O)Nc1ccccc1 | -3.2
63 | C[C@@H]1CN([C@@H](C)CO)S(=O)(=O)c2ccc(C#CC(C)(C)O)cc2O[C@@H]1CN(C)C(=O)C1CCC1 | 2.4
64 | COc1cccc(C#Cc2ccc([C@H]3[C@@H](C#N)N(C(=O)C4CC4)[C@@H]3CO)cc2)c1 | -0.3
65 | CCCNC(=O)N[C@@H]1CC[C@H](CC(=O)NC2CCC2)O[C@@H]1CO | 2.3
66 | C[C@@H]1CCCCO[C@H](CN(C)Cc2ccccc2)[C@H](C)CN([C@H](C)CO)C(=O)c2cc(NC(=O)C3CCCCC3)ccc2O1 | 0.3
67 | CCC(=O)N(C)C[C@H]1Oc2ncc(-c3ccccc3OC)cc2C(=O)N([C@H](C)CO)C[C@@H]1C | -1.9
68 | C[C@H]1CCCCO[C@@H](CN(C)C(=O)NC2CCCCC2)[C@@H](C)CN([C@@H](C)CO)C(=O)c2cc(NC(=O)c3ccccc3)ccc2O1 | -2.3
69 | O=C(C[C@H]1CC[C@H]2[C@@H](COC[C@H](O)CN2S(=O)(=O)c2ccccc2)O1)N1CCOCC1 | -1.4
70 | C[C@@H]1CN([C@@H](C)CO)S(=O)(=O)c2ccc(-c3cccnc3)cc2O[C@H]1CN(C)Cc1cccnc1 | 3.0
71 | C[C@@H]1CN([C@H](C)CO)S(=O)(=O)c2ccc(C#Cc3cccnc3)cc2O[C@H]1CN(C)C(=O)CN(C)C | 4.3
72 | O=C(Cc1ccccn1)N1CCCCN2[C@H](CO)[C@@H](c3ccc(-c4ccccc4F)cc3)[C@H]2C1 | -3.1
73 | CNC[C@@H]1OCc2cnnn2CCCC(=O)N([C@@H](C)CO)C[C@H]1C | -0.2&-1.2
74 | C[C@H]1CN([C@@H](C)CO)C(=O)Cc2cc(NC(=O)NC3CCCCC3)ccc2O[C@H]1CN(C)C(=O)Nc1ccc2c(c1)OCO2 | 0.0
75 | C[C@@H]1CN([C@H](C)CO)C(=O)CCCn2nncc2CO[C@@H]1CN(C)C(=O)Nc1ccc(F)cc1 | 3.1

Laid out differently: entries from further up.
[74] C[C@H]1CN([C@@H](C)CO)C(=O)Cc2cc(NC(=O)NC3CCCCC3)ccc2O[C@H]1CN(C)C(=O)Nc1ccc2c(c1)OCO2
  Mtb BioA inh = 0.0
[68] C[C@H]1CCCCO[C@@H](CN(C)C(=O)NC2CCCCC2)[C@@H](C)CN([C@@H](C)CO)C(=O)c2cc(NC(=O)c3ccccc3)ccc2O1
  Mtb BioA inh = -2.3
[71] C[C@@H]1CN([C@H](C)CO)S(=O)(=O)c2ccc(C#Cc3cccnc3)cc2O[C@H]1CN(C)C(=O)CN(C)C
  Mtb BioA inh = 4.3
[31] CO[C@@H]1CN(C)C(=O)c2ccc(NS(C)(=O)=O)cc2OC[C@H](C)N(Cc2ccccc2)C[C@H]1C
  Mtb BioA inh = 0.5

The listing continues.
No. | SMILES | Mtb BioA inh
76 | COc1ccc(S(=O)(=O)Nc2ccc3c(c2)C(=O)N([C@@H](C)CO)C[C@H](C)[C@@H](CN(C)C(=O)C2CCCCC2)OCCCC[C@@H](C)O3)cc1 | -0.4
77 | CCCC#Cc1ccc([C@H]2[C@@H](CO)N(S(C)(=O)=O)[C@H]2C#N)cc1 | -1.4
78 | Cc1noc(C)c1S(=O)(=O)N(C)C[C@@H]1OCCCC[C@H](C)Oc2ccc(NS(=O)(=O)c3cn(C)cn3)cc2C(=O)N([C@@H](C)CO)C[C@H]1C | -1.8
79 | CO[C@H]1CN(C)C(=O)c2cc(NC(C)=O)ccc2OC[C@@H](C)N(CC2CC2)C[C@H]1C | -2.5
80 | C[C@H]1CN([C@@H](C)CO)C(=O)c2cccc(NS(=O)(=O)c3ccccc3)c2O[C@H]1CN(C)Cc1ccc(-c2ccccc2)cc1 | -0.4

2 of the compounds above, field by field.
7) C[C@@H]1CN([C@@H](C)CO)C(=O)c2cc(NC(=O)Cc3ccccc3)ccc2O[C@H]1CN(C)C(=O)Nc1ccc(F)cc1
- Mtb BioA inh = 2.4
8) CO[C@H]1CN(C)C(=O)c2cc(NC(C)=O)ccc2OC[C@@H](C)N(C(=O)C2CC2)C[C@H]1C
- Mtb BioA inh = -3.5
